# Screens: PubChem, several laboratories
# MgcRacGAP inhibition: MgcRacGAP GTPase-activating activity inhibitors, confirmation, biochemical, ADP Hunter fluorescence | Rac GTPase-activating protein 1 (Homo sapiens) | MgcRacGAP-stimulated Rac1 GTP hydrolysis, ADP Hunter fluorescence; higher % means a stronger effect; GST-tagged Rac1 F28L mutant substrate | one-dose inhibition, % at 30 µM; IC50 in µM for titrated hits | 340,000 compounds, 0.6% hits | AID 624330, 2012;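 active = first-screen hits whose inhibition reached a set limit at any dose in the follow-up dose series; inconclusive = inhibition above the set first-screen limit but never retested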;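 also: fluorescence reports GDP produced by GAP-driven GTP hydrolysis; strong numbers were not always called active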
# SV40 large T antigen: SV40 large T antigen inhibitors, biochemical (AID 1903); SV40 large T antigen ATPase/helicase inhibition assay; higher % means a stronger effect; one-dose inhibition, % at 20 µM; IC50 in µM for titrated hits; 310,000 compounds, 0.39% hits; in the data active = a potency from the dose series; inconclusive = inhibition mostly from about 32% at the one dose, without a potency; inactive = the rest, 99 in 100 with inhibition below about 32%; also: strong numbers were not always called active
# LYP phosphatase: inhibitors of LYP phosphatase, biochemical, fluorescence intensity, uHTS (AID 1779). Tyrosine-protein phosphatase non-receptor type 22 (Homo sapiens). recombinant LYP phosphatase, fluorescence intensity; higher % means a stronger effect. inhibition, % at 11.5 µM; hits with a dose series show IC50 in µM. 290,000 compounds, 0.054% hits; in the data active = inhibition above about 50%;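 also: plate controls were vehicle with enzyme for no effect and no enzyme for full effect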
# AID2073: inhibitors of Mint1-CaV2.2 protein interaction, biochemical, HTRF (AID 2073). Voltage-dependent N-type calcium channel subunit alpha-1B (Homo sapiens). HTRF protein-protein interaction, Mint1-CaV2.2; higher % means a stronger effect. inhibition, % at 20 µM; hits with a dose series show IC50 in µM. 290,000 compounds, 0.19% hits; in the data active = inhibition mostly above about 51%, no sharp cut-off; inconclusive = no clear call, values can overlap the other calls; inactive = mostly below about 53%; also: some results filed as inactive read as strong as hits
# RSV antiviral HEp-2: RSV antiviral activity via CPE protection, HEp-2 cells, primary 10 µM value included (AID 2391) | CPE inhibition, % at 10 µM; hits with a dose series show IC50 in µM | 310,000 compounds, 0.13% hits | HEp-2 cells, RSV-induced CPE inhibition; higher % means a stronger effect; in the data active = a potency from the dose series; inconclusive = CPE inhibition mostly from about 23% at the one dose, without a potency; inactive = the rest, 99 in 100 with CPE inhibition below about 21%; also: strong numbers were not always called active
# HIV peptide binding: inhibitors of HIV fusion peptide binding, primary screen, biochemical, uHTS, fluorescence dequenching (AID 1986); cell-free peptide binding, fluorescence dequenching, 30 min; higher % means a stronger effect; inhibition, % at 20 µM; hits with a dose series show IC50 in µM; 290,000 compounds, 0.3% hits; in the data active = inhibition mostly above about 52%, no sharp cut-off; inactive = mostly below about 76%; also: some results filed as inactive read as strong as hits
# Dengue-2 NS5 capping: Dengue-2 NS5 methyltransferase inhibitors, primary screen, biochemical, confirmation dose response (AID 588689). Genome polyprotein (Dengue virus type 2 (strain 16681-PDK53)). Dengue-2 NS5 methyltransferase capping enzyme assay, biochemical; higher % means a stronger effect. inhibition, % at 25 µM; hits with a dose series show IC50 in µM. 340,000 compounds, 0.3% hits; in the data active = a potency from the dose series; inconclusive = inhibition above about 29% without an active follow-up result
# XIAP antagonists: XIAP antagonists, biochemical, IAP family, fluorescence polarization (AID 1018); displacement, % at 20 µM, or IC50 in µM where a hit was titrated; 200,000 compounds, 0.007% hits; XIAP BIR domain, fluorescence polarization peptide displacement; higher % means a stronger effect; in the data active = displacement above about 50%; also: a part of the inactive calls stands beside numbers as strong as those of hits
# Siah-1 displacement: Siah-1 peptide-binding antagonists, primary screen, biochemical, fluorescence polarization, rhodamine-plectin, uHTS (AID 1817); Siah-1 / rhodamine-plectin peptide fluorescence polarization; higher % means a stronger effect; one-dose displacement, % at 20 µM; IC50 in µM for titrated hits; E3 ubiquitin-protein ligase SIAH1 (Homo sapiens); 290,000 compounds, 0.02% hits;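 active = displacement of at least 50% at 20 µM, with a fluorescence ratio check between 0.3 and a set limit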;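 also: plate controls were Siah plus tracer with DMSO for no effect and tracer alone without Siah for full effect; strong numbers were not always called active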
# Active calls of the source: *; ? = inconclusive; / = not tested or not shown.
mol,MgcRacGAP inhibition,SV40 large T antigen,LYP phosphatase,AID2073,RSV antiviral HEp-2,HIV peptide binding,Dengue-2 NS5 capping,XIAP antagonists,Siah-1 displacement
COc1cccc(Nc2ncc(C(=O)O)c3ccccc23)c1,5.0%,0.5%,-2.6%,14.7%,0.5%,0.0%,-4.1%,-2.3%,10.5%
COc1ccc(CNC(=O)CS(=O)CC(=O)O)cc1OC (stereo not drawn),17.4%,1.8%,-0.5%,-0.5%,-0.7%,-0.3%,2.7%,-3.3%,-6.9%
Cc1ccc(C)n1CCN1CCN(C(=O)c2ccc(Cl)cc2)CC1,12.8%,3.4%,-1.1%,4.4%,/,-0.7%,-3.1%,/,-2.5%
COc1cccc(NC(=O)C/C(C)=N/NC(=O)c2ccccc2Cl)c1,10.7%,15.6%,-3.5%,12.0%,1.9%,-0.2%,5.5%,/,6.5%
CN(C)CCCN(C(=O)COc1ccccc1)c1nc2c(F)cccc2s1,14.3%,13.8%,2.9%,5.9%,-0.1%,0.5%,-0.6%,-7.5%,-1.5%
O=C(CN(C(=O)CCC(=O)Nc1nccs1)c1ccc(F)c(Cl)c1)NCC1CCCO1 (stereo not drawn),-0.8%,-3.0%,-6.9%,13.1%,-0.1%,-0.1%,-6.3%,/,-5.9%
O=C(CN1c2ccccc2Sc2ccccc21)NNC(=S)Nc1ccc(Cl)cc1Cl,4.0%,-2.4%,-6.8%,6.3%,-1.5%,3.5%,-8.3%,-6.1%,-4.6%
Cc1cc(C)nc(N(C#N)CCOc2ccccc2)n1,-3.5%,0.5%,-14.2%,4.7%,3.0%,1.3%,7.4%,11.4%,-1.0%
COc1ccccc1NC(=O)CN1C(=O)C2(OCCCO2)c2ccccc21,-1.5%,2.5%,0.9%,-15.2%,-0.9%,-1.6%,-4.8%,-0.7%,7.6%
Cc1cnc(-c2nnc(N(C)C(=O)C3CCCO3)s2)cn1 (stereo not drawn),5.3%,2.4%,-0.7%,1.3%,0.4%,2.1%,-7.3%,0.2%,-7.9%

# Among those listed so far, 2 contain a COOH group.
mol,MgcRacGAP inhibition,SV40 large T antigen,LYP phosphatase,AID2073,RSV antiviral HEp-2,HIV peptide binding,Dengue-2 NS5 capping,XIAP antagonists,Siah-1 displacement
COc1cccc(Nc2ncc(C(=O)O)c3ccccc23)c1,5.0%,0.5%,-2.6%,14.7%,0.5%,0.0%,-4.1%,-2.3%,10.5%
COc1ccc(CNC(=O)CS(=O)CC(=O)O)cc1OC (stereo not drawn),17.4%,1.8%,-0.5%,-0.5%,-0.7%,-0.3%,2.7%,-3.3%,-6.9%

# New compounds follow:
mol,MgcRacGAP inhibition,SV40 large T antigen,LYP phosphatase,AID2073,RSV antiviral HEp-2,HIV peptide binding,Dengue-2 NS5 capping,XIAP antagonists,Siah-1 displacement
Cc1cccc(Cc2nnc(CCC(=O)N(CC3CC3)CC3CCCO3)o2)c1 (stereo not drawn),10.2%,5.8%,-1.0%,7.4%,0.5%,1.0%,-11.0%,-7.8%,0.1%
CC1CCCN(CC(=O)Nc2ccc(S(=O)(=O)N3CCCC3)cc2)C1 (stereo not drawn),-2.1%,-0.9%,-6.7%,34.8%,2.0%,0.1%,-0.8%,/,-2.4%
CCCNC(=S)N1CCN(C)CC1,23.8%,19.3%,-4.1%,0.2%,0.5%,-0.6%,-6.5%,-2.2%,1.4%
Cc1ccnn1CC(=O)N/N=C/c1c[nH]c2ccccc12,6.9%,1.2%,1.2%,5.4%,/,-2.1%,-5.4%,/,-3.1%
COc1ccccc1OCCNC(=O)CNC(=O)c1ccc(Cl)c(Cl)c1,0.9%,8.5%,/,/,-1.8%,/,0.7%,/,/
CC(=O)c1ccc(NC(=O)CC23CC4CC(C2)CC(n2nnc(C)n2)(C4)C3)cc1,11.5%,2.0%,-8.2%,-7.0%,4.8%,-1.5%,-7.7%,-8.3%,5.6%
CCN(CC)CCCN=Cc1c(O)n(-c2ccc(C)cc2)c(=O)c2ccccc12,1.2%,23.4%,-8.5%,9.0%,-1.2%,-1.2%,-3.1%,/,1.3%
CCCc1cc(=O)oc2c(C)c(OCC(=O)N3C[C@H]4C[C@@H](C3)c3cccc(=O)n3C4)ccc12,-2.8%,/,-8.8%,6.4%,0.5%,0.0%,0.0%,/,-0.8%
O=C(CN1CCCCC1)Nc1ccccc1Oc1ccccc1,-4.7%,-4.1%,-3.2%,4.4%,/,0.0%,-17.0%,/,-1.9%
CCS(=O)(=O)c1nc(S(=O)(=O)c2ccc(Cl)cc2)c(N2CCC(C(N)=O)CC2)s1,6.1%,6.5%,-10.5%,3.3%,0.2%,-1.0%,-12.4%,/,-1.7%

# (list continues)
mol,MgcRacGAP inhibition,SV40 large T antigen,LYP phosphatase,AID2073,RSV antiviral HEp-2,HIV peptide binding,Dengue-2 NS5 capping,XIAP antagonists,Siah-1 displacement
Cc1cc(Cl)cc2sc(NC(=O)c3ccco3)nc12,5.3%,4.3%,-2.6%,2.5%,1.3%,-0.2%,-5.5%,/,-1.8%
COc1cc(C(=O)Nc2cc(C)cc(C)c2)c(-n2cnnn2)cc1OC,-4.0%,-0.5%,0.9%,3.6%,2.4%,-0.8%,-1.6%,-8.0%,-1.7%
Cc1nn(-c2nc(-c3ccco3)cc(C(F)(F)F)n2)c(C)c1Cl,1.7%,4.1%,4.8%,-1.7%,1.1%,1.0%,-7.3%,-4.3%,2.3%
CC(C)Oc1ccc(C2CC(=O)N(Nc3ccc([N+](=O)[O-])cc3[N+](=O)[O-])C2=O)cc1 (stereo not drawn),3.0%,7.1%,7.3%,10.0%,/,-2.6%,2.3%,/,-1.2%
CCC1CCCCN1CCCNC(=O)C1CCN(S(=O)(=O)N2CCCCC2)CC1 (stereo not drawn),5.0%,7.7%,-3.4%,31.1%,-1.2%,-0.6%,1.4%,-8.2%,2.4%
Cc1c(NC(=O)/C(=C/c2cccs2)c2cccs2)c(=O)n(-c2ccccc2)n1C,8.8%,20.6%,2.9%,13.7%,2.4%,6.2%,0.7%,2.0%,10.2%
Cc1cc(C)n(-c2nnc(Cl)c3ccccc23)n1,-1.8%,11.5%,-5.9%,-3.0%,4.5%,-0.2%,-3.8%,-3.0%,3.0%
Cc1cc2ccccc2cc1CN1CCOCC1,6.0%,2.7%,3.6%,0.3%,2.8%,1.9%,1.4%,-1.4%,2.0%
NCCCC[C@@H]1NC(=O)[C@H](CCC(=O)O)NC(=O)c2cc([N+](=O)[O-])cc(I)c2SC[C@@H](C(=O)NCC(N)=O)NC1=O,4.8%,10.1%,-0.8%,14.5%,2.1%,-0.5%,0.7%,-18.5%,-3.0%
CCCCOC(=O)Nc1sc2c(c1C(=O)OC)CCC2,16.4%,7.6%,-5.1%,59.7%,-0.1%,0.9%,-4.7%,1.1%,-0.9%

# As entered above:
# CCCCOC(=O)Nc1sc2c(c1C(=O)OC)CCC2 – HIV peptide binding = 0.9%
# CC(C)Oc1ccc(C2CC(=O)N(Nc3ccc([N+](=O)[O-])cc3[N+](=O)[O-])C2=O)cc1 (stereo not drawn) – HIV peptide binding = -2.6%

# Next section.
# Values run as follows: MgcRacGAP inhibition, SV40 large T antigen, LYP phosphatase, AID2073, RSV antiviral HEp-2, HIV peptide binding, Dengue-2 NS5 capping, XIAP antagonists, Siah-1 displacement
Cc1ccc(-c2nnc(NC(=O)c3ccco3)o2)c(C)c1
→ 4.9%, 5.2%, /, /, 1.8%, /, -8.8%, /, /
NS(=O)(=O)c1ccc(NC(=O)COC(=O)C23CC4CC(CC(C4)C2)C3)cc1
→ 9.9%, -3.7%, -3.4%, -7.1%, 2.6%, -0.3%, -1.9%, -8.9%, -5.4%
Cc1cc(Nc2ncc(Cl)cc2Cl)n(-c2ccccc2C)n1
→ 8.8%, 23.0%, -3.8%, 0.6%, 1.0%, 0.5%, -3.6%, -8.7%, -2.8%
O[C@@H]1[C@@H](O)C=C2CCN3Cc4cc5c(cc4[C@H]1C23)OCO5 (stereo partly drawn)
→ -0.5%, 14.9%, /, /, ?, /, -0.7%, /, /
O=C1CS/C(=C\S(=O)(=O)c2ccc(Cl)cc2)N1
→ 6.5%, 16.7%, -9.1%, -12.8%, 1.6%, -2.8%, -10.6%, -5.0%, -1.0%
CN(C)/C=N/c1c(C#N)nnn1Cc1ccccc1
→ 6.3%, -1.1%, -6.4%, 4.5%, 0.9%, -2.4%, -5.6%, -5.2%, 0.1%
COc1cc(C(NC(C)=O)NC(C)=O)ccc1OCc1ccccc1
→ 7.5%, 12.8%, -9.4%, 4.3%, 2.8%, -0.2%, -12.5%, -3.5%, 8.9%
Cc1ccc(Cn2c(=N)c(C(=O)NCC3CCCO3)cc3c(=O)n4ccccc4nc32)cc1 (stereo not drawn)
→ 9.9%, 8.9%, -19.9%, 14.4%, 15.1%, 0.3%, -4.2%, /, 1.1%
COCCCNC(=O)CC(NS(=O)(=O)c1ccc(OC)cc1)c1ccc(OC)cc1 (stereo not drawn)
→ 9.0%, 7.5%, -0.7%, -3.9%, 1.2%, -1.1%, -1.4%, 0.6%, 1.0%
COc1ccc2ccccc2c1/C=N/NC(=O)CC1(C)OCCCO1
→ 4.3%, 10.1%, -3.9%, -1.6%, 8.2%, 1.0%, -11.6%, -7.1%, -4.8%

# (next part)
# Values run as follows: MgcRacGAP inhibition, SV40 large T antigen, LYP phosphatase, AID2073, RSV antiviral HEp-2, HIV peptide binding, Dengue-2 NS5 capping, XIAP antagonists, Siah-1 displacement
CCCn1nnnc1NCc1ccc(CC)cc1
→ 1.5%, 7.2%, -6.1%, 4.7%, 1.2%, 1.1%, 0.0%, /, 4.6%
COc1cc(CNc2nc(C)c([N+](=O)[O-])c(C)c2C#N)cc(OC)c1OC
→ -1.9%, 14.6%, -0.8%, 2.7%, 13.6%, -0.1%, -6.5%, 1.7%, 4.3%
CCc1nc(SCC(=O)c2cccs2)c2oc3ccccc3c2n1
→ 4.7%, 8.3%, -2.7%, 12.6%, 0.0%, -0.7%, -3.9%, -3.3%, 2.5%
Cc1cccc(OCc2nnc(SCc3cc(=O)n4cc(Br)ccc4n3)o2)c1
→ 17.4%, 3.0%, 6.2%, 38.2%, 3.7%, 1.2%, -3.9%, -11.5%, 0.4%
CCOC(=O)NC(NC(=S)Nc1ccccc1[N+](=O)[O-])C(Cl)(Cl)Cl (stereo not drawn)
→ 11.1%, 2.4%, -8.6%, 0.9%, 1.6%, 6.5%, -2.7%, 0.7%, 2.0%
Cc1nc(N2CCN(C(=O)c3ccc(Cl)cc3)CC2)c(C#N)c2c1COC(C)(C)C2
→ -5.3%, 14.0%, -2.4%, 2.0%, 21.7%, -1.4%, /, 0.1%, 10.3%
CCCOc1ccc(OCCSc2nnc(N)s2)cc1
→ 10.8%, 0.9%, -7.7%, 5.7%, 16.7%, -1.5%, 0.0%, -3.7%, 2.2%
